D1 potentiator: potentiators of human D1 dopamine receptor | AID 504651 | potentiation, % at 10 µM | 360,000 tested, 0.036% active | P21728 | HEK293 TREx D1 cells, calcium flux, dopamine EC20 potentiation; in the data active means potentiation above about 30%; further: 0% is about no effect
Target sequence (P21728 whole entry, looked up): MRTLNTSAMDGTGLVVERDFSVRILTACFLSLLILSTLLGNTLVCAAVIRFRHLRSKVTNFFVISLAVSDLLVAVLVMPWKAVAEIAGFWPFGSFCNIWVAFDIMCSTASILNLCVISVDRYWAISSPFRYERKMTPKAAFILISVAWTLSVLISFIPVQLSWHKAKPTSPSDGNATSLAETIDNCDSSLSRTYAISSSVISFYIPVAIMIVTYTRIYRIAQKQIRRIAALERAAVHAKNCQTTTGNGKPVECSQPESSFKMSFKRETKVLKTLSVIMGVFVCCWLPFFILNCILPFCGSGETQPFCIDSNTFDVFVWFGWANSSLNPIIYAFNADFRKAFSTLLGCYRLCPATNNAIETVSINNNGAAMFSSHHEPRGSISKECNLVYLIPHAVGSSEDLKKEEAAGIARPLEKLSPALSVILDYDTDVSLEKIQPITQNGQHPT
D1 ag: activates the human D1 dopamine receptor. activation, % at 2 µM. 360,000 tested, 1% active. HEK293 T-REx D1 cells, calcium flux, agonist mode. P21728; in the data active means activation above about 30%; further: 0% is about no effect
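Inducible HEK293 T-REx D1 cells, force-coupled to calcium signalling, were plated at 4000 cells/well with tetracycline and held overnight at 30 C. After no-wash calcium dye loading, compound-evoked calcium rise over 180 s flagged agonists.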
D2 potentiator: positive allosteric modulators of human D2 dopamine receptor. P14416. HEK293 T-REx D2, calcium flux, EC20 dopamine potentiation. potentiation, % at 10 µM. 340,000 tested, 0.34% active;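 active means potentiation over 3 SD above the plate norm, cut at about 30% in these data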; further: 0% is about no effect
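Using a no-wash calcium dye in inducible, force-coupled HEK293 Trex cells expressing D2, we tracked fluorescence each second for 180 s after compound, then for 180 s after EC20 dopamine to detect augmented signalling.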
RXFP1 agonist: agonists of human relaxin receptor RXFP1. AID 2676. Potency, µM (highest dose often 57.5 µM), without a hit: at the top dose activation, usual class: activators. HEK293T-RXFP1 cAMP TR-FRET, 30 min; response scale: percent of porcine relaxin response, buffer zero. Q9HBX9. 370,000 tested, 0.3% active; active means well fitted activation curve with a large enough effect; further: potency means the concentration at half of the fitted maximal effect; on the % scale 0 is the no-effect control and ±100 the full control effect; nearly all actives have a fitted effect of over 60% in size; many of its hits are not listed in these tables
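HEK293T cells stably expressing RXFP1 were pretreated with the PDE4 inhibitor Ro 20174, exposed to compounds for 30 min at 37C, lysed, and cAMP was read by TR-FRET. Data normalized to buffer (basal) and 29 nM porcine relaxin (100%).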
TRHR enhancer: TRH receptor (human) allosteric enhancement. P34981. TRHR cells, fluo-8 calcium fluorescence, EC20 TRH enhancement. enhancement, % at 2 µM. 360,000 tested, 0.66% active. AID 493056; in the data active means enhancement above about 30%; further: 0% is about no effect
Target sequence (P34981 whole entry, looked up): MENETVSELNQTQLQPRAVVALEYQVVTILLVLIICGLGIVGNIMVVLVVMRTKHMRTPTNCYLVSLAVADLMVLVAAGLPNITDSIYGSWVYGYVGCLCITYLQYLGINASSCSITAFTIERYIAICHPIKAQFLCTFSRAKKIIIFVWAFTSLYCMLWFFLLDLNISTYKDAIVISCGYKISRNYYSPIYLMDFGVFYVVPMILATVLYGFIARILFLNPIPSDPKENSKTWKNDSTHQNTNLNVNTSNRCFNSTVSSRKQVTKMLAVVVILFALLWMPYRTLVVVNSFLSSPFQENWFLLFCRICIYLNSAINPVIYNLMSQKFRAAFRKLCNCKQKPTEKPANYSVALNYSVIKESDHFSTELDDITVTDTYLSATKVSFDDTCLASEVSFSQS
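TRHR-expressing cells loaded with fluo-8 calcium dye were read kinetically (ex 480/em 530) during compound addition, then stimulated with an EC20 of TRH (10 nM final). Enhancement of the Gq-mediated intracellular calcium response was scored.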
D2 antagonist: antagonists of human D2 dopamine receptor. 340,000 tested, 2% active. inhibition, % at 10 µM. HEK293 TREx D2 cells, calcium flux, dopamine EC80; in the data active means inhibition above about 30%; further: 0% is about no effect
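Measurement of antagonist activity uses fluorescent calcium dye in inducible HEK293 T-REx D2 cells: 10 s baseline, compound addition with 180 s read, EC80 dopamine addition with a further 180 s read.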
D1 antag: antagonists of human D1 dopamine receptor | HEK293 TREx D1 cells, calcium flux, dopamine EC80; stronger effect = lower value | activity change, negative = inhibition, % at 10 µM | 360,000 tested, 3.2% active | AID 504652; in the data active means activity change below about -30%; further: on the % scale 0 is the no-effect control and ±100 the full control effect
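HEK293 T-REx cells expressing inducible, force-coupled D1 receptor; no-wash Ca dye, 30–90 min RT. Cmpd → 180 s read at 1 Hz → EC80 DA → 180 s read.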
RXFP1 antagonist: antagonists of human relaxin receptor RXFP1; activity change, negative = inhibition, % at 57.5 µM; AID 1259400; 350,000 tested, 0.59% active; Q9HBX9; HEK293-RXFP1, relaxin-stimulated cAMP HTRF, 30 min; stronger effect = lower value;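 active means activity change of -60% or lower, but not beyond a set lower limit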; further: on the % scale 0 is the no-effect control and ±100 the full control effect
D2 ag: activates the human D2 dopamine receptor; 340,000 tested, 0.53% active; activation, % at 2 µM; P14416; HEK293 T-REx D2 cells, calcium flux agonist mode;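 active means activation over 3 SD above normal in the single-dose calcium agonist read, cut at about 30% in these data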; further: 0% is about no effect
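Agonism is scored from calcium flux in a force-coupled, inducible HEK293 cell line expressing D2, read kinetically for 180 s after compound addition against dopamine controls.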
Active calls of the source: *; nt = not tested or not shown.

1. O=C(OCC(=O)N1N=C(c2ccc(Cl)cc2)CC1c1ccco1)c1ccccc1O (configuration not stated)
2. CCN(CC)c1ccc(-c2nc(-c3ccco3)no2)cc1[N+](=O)[O-]
3. Cc1occc1-c1nnc(SCC(=O)Nc2ccc(F)cc2)n1Cc1ccccc1
4. COc1cc(OC)c(OC)cc1CN1CCC(O)CC1
5. CCOc1ccc(CNC(=O)c2ccc(-c3nc(CSc4ccc(C)cc4)c(C)o3)cc2)cc1
6. Cc1ccc(Sc2ccc(N3CCC(C(=O)Nc4ccc(C)c(F)c4)CC3)nn2)cc1

screen / no.,1,2,3,4,5,6
TRHR enhancer,3,-4,-12,8,4,8
D1 potentiator,-3,4,0,7,1,2
D2 ag,-0.1,-0.8,-0.8,0.9,1.4,0.4
RXFP1 antagonist,-12,nt,-6,-1,nt,nt
D2 antagonist,15,nt,7,5,nt,nt
D1 antag,nt,-10,-4,1,-9,0
D1 ag,13,4,1,1,1,-1
RXFP1 agonist,-1.3%,-0.8%,-1.6%,2.0%,-0.7%,-0.7%
D2 potentiator,14,0,-3,-7,-6,-5

Another view of part of the listing above.
Order of values – TRHR enhancer, D1 potentiator, D2 ag, RXFP1 antagonist, D2 antagonist, D1 antag, D1 ag, RXFP1 agonist, D2 potentiator
4. COc1cc(OC)c(OC)cc1CN1CCC(O)CC1
→ 8, 7, 0.9, -1, 5, 1, 1, 2.0%, -7
5. CCOc1ccc(CNC(=O)c2ccc(-c3nc(CSc4ccc(C)cc4)c(C)o3)cc2)cc1
→ 4, 1, 1.4, nt, nt, -9, 1, -0.7%, -6
6. Cc1ccc(Sc2ccc(N3CCC(C(=O)Nc4ccc(C)c(F)c4)CC3)nn2)cc1
→ 8, 2, 0.4, nt, nt, 0, -1, -0.7%, -5

Next part
7. CCOc1cc(N2CCOCC2)c(OCC)cc1NC(=O)COC(=O)/C=C/c1ccc(OC(F)F)cc1
8. COc1ccc(C(=O)Nc2ccccc2C(=O)Nc2ccncc2)cc1
9. Cn1nnc(NC(=O)C(c2ccccc2)c2ccccc2)n1
10. CC(=O)N=C1SC2CS(=O)(=O)CC2N1Cc1ccc(C)cc1 (configuration not stated)
11. CC(C)CC(=O)N1CCN(Cc2ccccc2Cl)CC1
12. COc1ccc(C(C(=O)NC2CCCC2)N(C(=O)c2ccco2)c2ccccc2OC)cc1 (configuration not stated)

screen / no.,7,8,9,10,11,12
TRHR enhancer,4,-6,6,15,4,-9
D1 potentiator,-6,-3,-4,-1,-5,-7
D2 ag,0.7,-1.3,1.7,0.2,0.3,0.1
RXFP1 antagonist,-8,-8,5,15,3,6
D2 antagonist,16,24,-23,5,-15,4
D1 antag,-5,7,10,14,1,12
D1 ag,3,6,4,2,1,0
RXFP1 agonist,1.2%,5.4%,0.1%,1.8%,-2.4%,2.9%
D2 potentiator,-3,-5,3,13,12,-8

13. Cc1cccc(NC(=O)c2ccccc2NC(=O)C2CCCCC2)c1C
14. COc1cc(-c2nnc(SCC(=O)c3ccccc3)o2)cc(OC)c1OC
15. COc1ccc(S(=O)(=O)Nc2c(C)c(C)cc3c2ncn3C)cc1
16. COc1ccc(NC(=O)CN(C)C(=O)c2sc3ccccc3c2Cl)cc1
17. COc1ccc(CCNc2ccc(C(CC(N)=O)NC(=O)Cc3cccc4ccccc34)cc2[N+](=O)[O-])cc1 (configuration not stated)
18. CCc1noc(C)c1C(=O)N1CCCC(N2CCN(c3ccccc3F)CC2)C1 (configuration not stated)

screen / no.,13,14,15,16,17,18
TRHR enhancer,5,2,7,8,1,16
D1 potentiator,2,-10,-3,-8,-4,6
D2 ag,-2.0,-0.7,-0.2,-0.1,-0.1,0.9
RXFP1 antagonist,13,-14,1,-15,nt,3
D2 antagonist,11,1,-1,-13,4,9
D1 antag,-6,3,7,-14,13,-8
D1 ag,0,3,5,0,2,3
RXFP1 agonist,-0.1%,1.8%,-1.6%,-0.4%,0.8%,-0.2%
D2 potentiator,-3,7,1,5,-3,-13

Compound profiles, as listed above.
COc1ccc(CCNc2ccc(C(CC(N)=O)NC(=O)Cc3cccc4ccccc34)cc2[N+](=O)[O-])cc1 (configuration not stated) as listed: TRHR enhancer: 1; D1 potentiator: -4; D2 ag: -0.1; RXFP1 antagonist: nt; D2 antagonist: 4; D1 antag: 13; D1 ag: 2; RXFP1 agonist: 0.8%; D2 potentiator: -3
COc1ccc(S(=O)(=O)Nc2c(C)c(C)cc3c2ncn3C)cc1 as listed: TRHR enhancer: 7; D1 potentiator: -3; D2 ag: -0.2; RXFP1 antagonist: 1; D2 antagonist: -1; D1 antag: 7; D1 ag: 5; RXFP1 agonist: -1.6%; D2 potentiator: 1

Next part.
19. CC(C)N(CCc1ccncc1)C(=S)Nc1ccc(F)c(Cl)c1
20. CCC(C)c1ccc(S(=O)(=O)Nc2cccnc2)cc1 (configuration not stated)
21. Cc1cc(C(=O)N/N=C/c2cc([N+](=O)[O-])cc(C)c2O)n[nH]1
22. O=C(COc1cccnc1[N+](=O)[O-])Nc1ccc(Cl)c(S(=O)(=O)N2CCOCC2)c1
23. CCO[C@H]1OC(C(=O)N2CCN(Cc3ccc4c(c3)OCO4)CC2)=C[C@@H](c2ccc(Br)cc2)[C@@H]1CCCO
24. COc1ccc(OC)c(C(O)c2coc3ccc(O)c(CN(C)C)c23)c1 (configuration not stated)

screen / no.,19,20,21,22,23,24
TRHR enhancer,1,10,-3,6,49*,-1
D1 potentiator,-4,-3,-2,-9,-2,2
D2 ag,-0.1,0.0,-1.3,-0.2,-0.4,-0.7
RXFP1 antagonist,3,8,-6,15,nt,6
D2 antagonist,4,-12,0,-23,-2,-8
D1 antag,-24,-51*,9,-6,-11,0
D1 ag,13,18,0,3,0,5
RXFP1 agonist,0.9%,0.0%,3.3%,-0.5%,-1.9%,1.1%
D2 potentiator,-11,2,-20,2,0,2

25. CC(C)Oc1ccc(S(=O)(=O)N2CCOCC2)cc1NC(=O)C1COc2ccccc2O1 (configuration not stated)
26. Cc1cccc2c1-c1sc(C(=O)Nc3cccnc3)cc1CO2
27. COc1ccc(C)cc1Nc1nc(-c2cccc(Cl)c2)c2c(n1)-c1ccccc1OC2
28. CCN(CC)S(=O)(=O)c1cc(F)ccc1OC
29. CCN(CC)CCN(C(=O)c1ccc(C(=O)c2ccccc2)cc1)c1nc2cc3c(cc2s1)OCO3
30. CCCc1cc(=O)oc2cc(C)cc(OCC(=O)NCCCN3CCCC3=O)c12

screen / no.,25,26,27,28,29,30
TRHR enhancer,-4,-10,6,3,0,2
D1 potentiator,-2,-19,0,2,0,-2
D2 ag,-0.4,-0.4,1.1,0.2,nt,-0.7
RXFP1 antagonist,0,-3,-8,-5,-3,26
D2 antagonist,-11,-17,nt,-1,nt,-1
D1 antag,-44*,-22,-10,0,-10,-15
D1 ag,3,1,-1,-2,5,1
RXFP1 agonist,1.4%,9.6%,18%,2.6%,-1.1%,3.5%
D2 potentiator,-2,-9,2,-9,nt,1

31. COc1ccccc1C1=NS(=O)(=O)N(C)C(C(=O)Nc2cc(OC)c(OC)c(OC)c2)=C1
32. O=C(c1ccccc1C(=O)N(c1ccccc1)c1ccccc1)N1CCCCC1
33. Cc1cc2c(s1)c1cnn(Cc3cc(F)ccc3F)c(=O)c1n2C
34. N=C(N)c1ccc(Cl)cc1
35. Cc1ccccc1NC(=S)NCc1ccc(F)cc1
36. Cc1ccc(C)c(NC(=O)N2CCN(C(=O)c3nsc4ccccc34)CC2)c1
37. COc1ccc(Cn2ccnc2SCC(=O)Nc2ccc(C)cc2C)cc1
38. O=C(Nc1ccccc1NC(=O)c1ccco1)c1ccccc1

screen / no.,31,32,33,34,35,36,37,38
TRHR enhancer,-2,9,1,17,4,3,6,-4
D1 potentiator,-1,-1,7,-3,0,-2,-3,2
D2 ag,0.6,-1.1,nt,7.2,0.1,0.7,-1.3,0.3
RXFP1 antagonist,-8,-10,nt,13,-15,-19,2,-4
D2 antagonist,nt,-13,nt,9,6,nt,nt,-11
D1 antag,-7,-4,-1,9,3,-5,-10,13
D1 ag,0,0,5,1,5,1,0,1
RXFP1 agonist,-3.1%,5.4%,nt,1.7%,1.9%,2.6%,-0.4%,1.2%
D2 potentiator,-9,2,nt,-6,10,7,4,nt

Screening results deposited in PubChem by National Center for Advancing Translational Sciences (NCATS).

Some of the compounds tested (hit frequency here may not be typical).
